ER stress surv – ER stress cell death inhibition; relative survival (cellular ATP), % at 15 µg/mL (by protocol); AID 1010; 0.33% of 48,000 active; CSM14.1 thapsigargin ER stress survival, ATP luminescence;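 active = survival measured by cellular ATP above 50% at 15 µg/ml in the first screen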;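 also: cell death triggered by about 15 µM thapsigargin; ATP read 24 h after thapsigargin was added; plate controls were thapsigargin with DMSO for no effect and DMSO without thapsigargin for full effect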
An asterisk follows results filed as active. This is a subset, so the mix of outcomes need not match the whole.

nr	compound	ER stress surv
1	COc1ccc(/C=C2\C(=O)NC(=O)N(c3ccc(Br)cc3)C2=O)c(C)c1	-2.4
2	COc1ccc(OC)c(S(=O)(=O)NCC2CCCO2)c1 (stereo unspecified)	18.4
3	O=C1NN(c2ccc(Cl)cc2)C(=O)/C1=C\c1ccc(F)cc1	1.8
4	CC(=O)Nc1ccc(S(=O)(=O)Nc2cccc(-c3nc4ccccc4[nH]3)c2)cc1	8.2
5	COC(=O)/C(=C/C(=O)c1ccc(C)cc1)Nc1c(C)n(C)n(-c2ccccc2)c1=O	-3.5
6	CCN(CC)C(=O)c1sc(NC(=O)c2ccc(OC)cc2OC)c(C(=O)OC(C)C)c1C	1.0
7	CCOc1cc(C=O)cc(I)c1OC(C)C	0.3
8	Cn1c(=O)n(CCOc2ccc(F)cc2)c2ccccc21	-0.3
9	C=CCOc1ccc(/C=C/C(=O)c2ccc(Cl)cc2)cc1	2.6
10	O=C(NCc1ccc(Cl)cc1)c1ccc(I)cc1	-1.6
11	COc1cc(/C=C2\SC(=NCc3ccccc3)N(Cc3ccccc3)C2=O)cc(Br)c1O	12.7
12	CC1=C(C(=O)Nc2ccccc2C)C(c2ccccc2Br)NC(=O)N1 (stereo unspecified)	1.7
13	CCCOC(=O)c1ccc(NC(=O)CC(C)C)cc1	-0.2
14	CCOc1ccc(-c2nc3sc4c(c3c(=O)[nH]2)CCCC4)c2ccccc12	12.2
15	O=c1[nH]cc(CN2CCOCC2)c(=O)[nH]1	22.7
16	C=CCN1C(=O)/C(=C\c2ccc(C(=O)OC)cc2)SC1=S	4.5
17	CC(/C=C/c1ccc(Br)cc1)=C\C(=O)O	10.3
18	O=C(O)CN1C(c2ccccc2O)Nc2ccc(Br)cc2C1c1ccccc1 (stereo unspecified)	0.3
19	COc1ccc(/C=C(/NC(=O)c2ccccc2Br)C(=O)NC(Cc2ccccc2)C(=O)O)c(OC)c1 (stereo unspecified)	12.0
20	COc1ccc(/C=C2\C(=O)N(c3ccc(S(N)(=O)=O)cc3)N=C2C)cc1Br	-0.8
21	COc1cc(/C=C2\C(=O)NC(=S)N(c3ccccc3)C2=O)c([N+](=O)[O-])cc1OC	9.9
22	COC(=O)c1sc2nccc(N(C)C)c2c1N	-1.3
23	CC1=NN(c2ccc(S(N)(=O)=O)cc2)C(=O)/C1=C\c1ccc(O)c([N+](=O)[O-])c1	-2.7
24	O=C(NC1CCCCC1Cc1ccco1)c1cccc2ccccc12 (stereo unspecified)	-8.2

A second format for part of the listing above.
24: O=C(NC1CCCCC1Cc1ccco1)c1cccc2ccccc12 (stereo unspecified)
  ER stress surv: -8.2

16: C=CCN1C(=O)/C(=C\c2ccc(C(=O)OC)cc2)SC1=S
  ER stress surv: 4.5

17: CC(/C=C/c1ccc(Br)cc1)=C\C(=O)O
  ER stress surv: 10.3

14: CCOc1ccc(-c2nc3sc4c(c3c(=O)[nH]2)CCCC4)c2ccccc12
  ER stress surv: 12.2

Next section
nr	compound	ER stress surv
25	O=C(O)CCN1C(=O)/C(=C/c2ccc(-c3cc(Cl)ccc3Cl)o2)SC1=S	64.0*
26	Cc1nnc(NC(=O)/C=C/c2ccc(F)cc2)s1	8.5
27	COc1ccc(/C=C/C(=O)NCc2ccccn2)cc1OC	2.0
28	Nc1nnc(CC(=O)ON/N=C/c2ccc(-c3ccccc3[N+](=O)[O-])o2)s1	10.1
29	Nc1nc(-c2ccc(-n3nncc3-c3ccccc3)cc2)cs1	-0.9
30	N#Cc1c(N)[nH]c(=S)c(C#N)c1-c1cccc(F)c1	3.6
31	COc1ccc(S(=O)(=O)Nc2nccs2)cc1	4.2
32	CCOc1cc(/C=C2/SC(=S)N(C)C2=O)cc(Cl)c1OCCOc1ccccc1C	8.6
33	CC(C)(C)c1ccc(C(=O)N2CCCCCC2)cc1	-3.1
34	COC(=O)c1cc(NC(=O)c2ccccc2OC)cc(C(=O)OC)c1	3.7
35	Cc1nc2nc[nH]n2c(=O)c1Cc1ccccc1	9.5
36	N#CC1=C(N)SC(N)=C(C#N)C1C1CC=CCC1 (stereo unspecified)	-10.8
37	COc1ccc(C2=C/C(=C3\OC(=O)c4ccccc43)C(=O)O2)cc1	10.8
38	O=C(CC(c1ccccc1)c1ccccc1)NCC1CCCO1 (stereo unspecified)	3.1
39	O=C(/C=C(\Nc1ccccc1)c1ccccc1)c1cccc2ccccc12	5.4
40	CC(=O)C12CCCCC1CC1C3CC=C4CC(O)CCC4(C)C3CCC12C (stereo unspecified)	6.7
41	O=C1c2ccccc2C(O)(c2ccc(Br)cc2)N1c1ccccc1 (stereo unspecified)	-2.4
42	O=C(N/N=C/c1cn(Cc2ccccc2)c2ccccc12)C1COc2ccccc2O1 (stereo unspecified)	2.9
43	CCOc1ccc(N2C(=O)c3ccccc3NC2c2cccc([N+](=O)[O-])c2)cc1 (stereo unspecified)	11.0
44	Cc1ccc(/C=C2/C=C(c3ccc(Br)cc3)OC2=O)o1	-8.9
45	COC(=O)c1cc(-c2ccc(/C=N/n3cnnc3)o2)ccc1Cl	6.5
46	O=C1NC(=O)N(c2ccccc2Cl)C(=O)C1=Cc1ccc2c(c1)OCO2	0.0
47	CCN(CC)S(=O)(=O)c1cccc(C(=O)NC2CCCCC2)c1	13.3
48	CCOC(=O)COc1ccc(/C=c2\sc3nc4ccccc4n3c2=O)cc1	17.4
49	CCCCOC(=O)c1cccc(NC(=O)COc2cc(C)cc(C)c2)c1	0.5
50	O=C(CSc1nnc(-c2ccccc2)c(-c2ccccc2)n1)N1CCCCC1	7.4
51	CCOC(=O)c1ccc(NC(=O)c2ccccc2OC)cc1	0.2
52	Cc1ccc2nc(-c3ccc(NC(=O)C4CCC(=O)N4)cc3)sc2c1 (stereo unspecified)	-6.9
53	COc1cc(C(=O)OCCN2CCOCC2)cc(OC)c1OC	7.7
54	COc1ccc(C)cc1NC(=O)COc1cc(C)c(Cl)c(C)c1	-2.2
55	O=C(Nc1ccc(Nc2ccccc2)cc1)c1cccc(F)c1	2.2
56	Cc1ccc(C2(c3ccc(C)o3)C(=O)Nc3ccccc32)o1	2.9
57	O=C1CSC(=O)N1c1ccc([N+](=O)[O-])cc1	-6.6
58	NC(=O)c1ccc(NC(=O)Nc2cccc(Cl)c2)cc1	1.2
59	COc1cc(/C=C2\SC(N)=NC2=O)ccc1OCc1cccc2ccccc12	1.7
60	Nc1c(C(=O)c2ccc(Br)cc2)sc2nc(C(F)(F)F)c(C(=O)c3cccs3)cc12	8.7
61	COc1ccc2c(c1)-c1c(sn(-c3ccc(C)c(C)c3)c1=S)C(C)(C)N2	8.9
62	Cc1ccccc1OCc1nc(-c2cccnc2)no1	2.1
63	Cc1ccc(NC(=O)OCC(F)(F)C(F)F)cc1Cl	18.0
64	O=C1c2ccc3c4c(ccc(c24)C(=O)N1Cc1ccco1)CC3	-1.8
65	C#Cc1cccc(NC(=O)COc2ccccc2OC)c1	1.1
66	O=C(CCNc1ccccc1)c1cccc([N+](=O)[O-])c1	11.8
67	C=CCN1C(=O)/C(=C\c2ccc(OCc3ccccc3F)c(OC)c2)C(=O)NC1=S	6.0
68	C#CCn1cc(/C=C2\C(=O)NC(=O)N(c3ccc(Br)c(C)c3)C2=O)c2ccccc21	2.0
69	CCOc1ccc(N2C(=O)CC(Nc3ccc(N4CCCCC4)cc3)C2=O)cc1 (stereo unspecified)	0.9
70	Cc1cc(/C=C2\C(=O)NC(=S)N(c3ccccc3)C2=O)c(C)n1-c1cccnc1	-3.1
71	CCOC(=O)c1ccc(NS(=O)C23CC4CC(CC(C4)C2)C3)cc1 (stereo unspecified)	8.3
72	Cc1ccc(S(=O)(=O)N2CCOCC2)cc1S(=O)(=O)N1CCOCC1	21.0
73	Cc1ccccc1C(=O)N/N=C/c1ccc(Sc2nnnn2-c2ccccc2)o1	14.9
74	CCn1c2ccccc2n2cc(-c3ccc([N+](=O)[O-])cc3)nc12	2.3
75	Cc1cc(NC(=O)C23CC4CC(CC(C4)C2)C3)no1	14.6
76	OC(CNCc1ccccc1)(c1ccccc1)c1ccc(Br)cc1 (stereo unspecified)	-2.3
77	COCCOC(=O)C1=C(C)NC2=C(C(=O)CCC2)C1c1ccccc1I (stereo unspecified)	0.6
78	CC1=NN(c2ccc(S(N)(=O)=O)cc2)C(=O)/C1=C\c1ccc(N(C)C)c(Br)c1	-2.9
79	O=C(NC(c1ccccc1)c1ccccc1)C(=O)c1c[nH]c2ccccc12	5.0
80	CCCCCCCNC1CC(=O)N(c2ccc(C(=O)OCC)cc2)C1=O (stereo unspecified)	-3.2
81	COc1ccccc1-n1c(CCN2C(=O)c3ccccc3C2=O)nc2ccccc2c1=O	-0.6
82	C=CCN1C(=O)/C(=C\c2ccc(-c3cccc([N+](=O)[O-])c3)o2)C(=O)NC1=S	6.1
83	Cc1cccc(OCC(=O)Nc2ccccc2F)c1C	6.6
84	CN1C(=O)C(=Cc2cc(Cl)ccc2O)C(=O)N(C)C1=O	14.5

Carrying on.
nr	compound	ER stress surv
85	N/C(=C/C(=O)c1cccs1)C(F)(F)C(F)F	1.5
86	O=C(c1cccnc1)N1N=C(C(F)(F)F)CC1(O)c1ccc(Cl)cc1 (stereo unspecified)	1.1
87	Oc1cccc(/C=N/Nc2nc(N3CCOCC3)nc(N3CCOCC3)n2)c1	9.1
88	O=C(NCc1ccco1)N1CCOCC1	7.5
89	Cc1cc(C)c(C(=O)/C(=C/c2ccccc2F)c2ccccc2)c(=O)[nH]1	-3.5
90	O=C(c1sc2cc(F)ccc2c1Cl)N1CCCCC1	-1.9
91	COc1ccccc1C/C(N)=N/OC(=O)COc1ccc(C(C)(C)C)cc1	-0.5
92	CCc1ccc2oc(-c3cccc(NC(=O)c4ccc(Br)o4)c3)nc2c1	3.9
93	CC(=O)c1ccc(NC(=O)c2ccc(-c3cccc(Cl)c3C)o2)cc1	7.6
94	Cc1ccc(N(CC(=O)Nc2ccccc2F)S(=O)(=O)c2ccccc2)c(C)c1	5.8
95	O=C(O)C1CN(S(=O)(=O)c2ccccc2)CCN1S(=O)(=O)c1ccccc1 (stereo unspecified)	4.3
96	COC(C(=O)N/N=C(\C)c1ccc2c(c1)OCCO2)c1ccccc1 (stereo unspecified)	2.8

Already shown: four of the compounds above.
nr	compound	ER stress surv
85	N/C(=C/C(=O)c1cccs1)C(F)(F)C(F)F	1.5
86	O=C(c1cccnc1)N1N=C(C(F)(F)F)CC1(O)c1ccc(Cl)cc1 (stereo unspecified)	1.1
87	Oc1cccc(/C=N/Nc2nc(N3CCOCC3)nc(N3CCOCC3)n2)c1	9.1
88	O=C(NCc1ccco1)N1CCOCC1	7.5

Additional compounds:
no. | smiles | ER stress surv
97 | CC1(C)CC(=O)C(N=Nc2cc(C(F)(F)F)ccc2Cl)=C(O)C1 | 9.2
98 | O=C(NCCN1CCOCC1)Nc1ccc(Cl)c(Cl)c1 | -0.1
99 | O=C(CCCN1C(=O)/C(=C/c2ccccc2)SC1=S)Nc1ccccc1C(=O)O | 2.7
100 | Cc1ccc(Cl)c(OCCCCNC(C)(C)C)c1 | -7.0
101 | O=C(/C=C\c1cccs1)NC(=S)Nc1ccc([N+](=O)[O-])cc1O | 2.7
102 | CCN1CCc2c(sc(NC(=O)Nc3ccc(Cl)c(Cl)c3)c2C(N)=O)C1 | -2.5
103 | OC12CCCCC1C1(O)CCCCC1C1(CCCCC1)O2 (stereo unspecified) | 3.6
104 | Cc1cccc(/C=C2\C(=O)NC(=O)N(c3cc(C)cc(C)c3)C2=O)c1 | 3.2
105 | Cc1ccccc1C(=O)Nc1c(C(=O)N2CCN(Cc3ccccc3)CC2)cnn1-c1ccccc1 | -4.4
106 | COc1ccccc1-c1nc(-c2cccc([N+](=O)[O-])c2)no1 | 5.8
107 | CCN(CC)c1ccc(/C=C2\C(=O)NC(=S)N(c3cccc(Br)c3)C2=O)o1 | -1.0
108 | C=CCOc1ccc(/C=C2\C(=O)NC(=O)N(c3ccc(Cl)cc3)C2=O)cc1OCC | 7.0
109 | CCOC(=O)C1=C(C)N=c2s/c(=C\c3cccs3)c(=O)n2C1c1ccc(OC)cc1 (stereo unspecified) | 5.6
110 | CCOC(=O)c1cc(CC)sc1NC(=O)c1cc(NS(=O)(=O)c2ccc(Cl)cc2)ccc1Br | 5.0
111 | CCc1nnc(NS(=O)(=O)c2ccc(NS(=O)(=O)c3ccccc3)cc2)s1 | 5.3
112 | Cc1ccccc1C(=O)NNC(=O)c1cccc(Br)c1 | -2.0
113 | COC(=O)C1=C(C(=O)OC)SC(=C2C(=S)C(C)(C)N(C(=O)CN3C(=O)CCC3=O)c3ccccc32)S1 | 16.2
114 | CC(=O)n1c(SCC(=O)Nc2ccccc2)nc2ccccc21 | -0.9
115 | Cc1ccc(/C=N/N2CCN(Cc3ccccc3Cl)CC2)s1 | 0.6
116 | Cc1ccc(C(=O)N2CCC(C(N)=O)CC2)cc1[N+](=O)[O-] | -0.9
117 | O=C(O)c1ccccc1/C=C1/SC(=S)N(c2ccc(F)cc2)C1=O | 5.7
118 | CC(=O)N/N=C/c1nc2ccccc2[nH]1 | 17.3
119 | COc1cccc(/C=N/Nc2cc(N3CCOCC3)ncn2)c1O | 17.9
120 | O=C(c1cc(F)c(F)cc1Cl)N1CCN(c2ccc([N+](=O)[O-])c(N3CCCC3)c2)CC1 | -0.5
121 | Cc1ccc(N2C(=O)CC(N3CCCC3)C2=O)cc1 (stereo unspecified) | 1.5
122 | CC(=O)/C=C1/SCC(=O)N1c1ccccc1 | 9.0
123 | O=C(Cc1nnc(NC(=O)Nc2ccccc2)s1)Nc1ccccc1 | 7.9
124 | O=C1ON=C(c2ccccc2)/C1=C/c1cccnc1 | 4.1
125 | O=C(/C=C/c1ccco1)Nc1ccc(Cl)c(Cl)c1 | -6.0
126 | Cc1ccccc1C(=O)NN1C(=O)/C(=C\c2cccnc2)SC1=S | 7.6
127 | O=C1NC(=O)C(=Cc2ccc(OS(=O)(=O)c3ccc([N+](=O)[O-])cc3)cc2)C(=O)N1 | -2.8
128 | O=C(N/C(=C/c1ccco1)C(=O)N1CCCCCC1)c1cccs1 | 5.0
129 | O=C(NNC(=O)c1cc(NC(=O)c2ccc([N+](=O)[O-])cc2)cc(C(=O)NNC(=O)c2ccccc2)c1)c1ccccc1 | 10.0
130 | CCCCOc1ccc(NCN2C(=O)c3ccccc3C2=O)cc1 | 6.8
